PostGolgi ctrl: inhibits growth of the yeast control strain. AID 738. hit rate 5% among 98,000. inhibition, % at 10 µM. efflux-deficient yeast background strain, growth absorbance A615, 16 h
S1P2 antag: blocks the human S1P2 receptor | O95136 | cell-based S1P2 antagonist assay, inhibition at 5 uM | inhibition, % at 5 µM | hit rate 0.21% among 97,000; in the data active means inhibition above about 45%;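 further: CRE beta-lactamase reporter cells expressing human S1P2 stimulated with S1P; 0% = agonist at EC80 alone and 100% = agonist plus reference antagonist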
HIV Rev-RRE inh: HIV Rev-RRE protein-RNA interaction inhibition. P05866. Rev peptide-RRE RNA binding, FRET. inhibition, % at 8 µM. hit rate 0.79% among 97,000;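 active means inhibition above the screen-wide mean plus 3 SD, cut at about 35% in these data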;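 further: 0% = median DMSO wells and 100% = median Neomycin B control wells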
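System: Cy5-labelled duplex RRE RNA binding fluorescein-labelled HIV Rev peptide; Signal: fluorescein-to-Cy5 FRET, 480 nm excitation; Also added: labelled Rev peptide; Compound: one concentration, 8 µM nominal; Buffer or medium: HEPES pH 7.5 salt buffer with EDTA; Read-out: % inhibition of FRET ratio versus controls; Schedule: 5 min preincubation and 15 min binding, 25 °C.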
S1P2 agonist: S1P2 (human) receptor agonism | hit rate 0.46% among 97,000 | activation, % at 4.5 µM | O95136 | S1P2-expressing cell line, agonist reporter read-out; in the data active means activation above about 16%;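 further: 0% = vehicle low control and 100% = maximal reference agonist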
FAK blocker: inhibitors of human focal adhesion kinase. Q05397. AID 727. hit rate 0.84% among 97,000. inhibition, %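 (tested at 7 µM)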. biochemical FAK kinase activity assay; in the data active means inhibition above about 19%;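 further: 0% = DMSO and 100% = reference compound high control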
Target sequence (Q05397 whole entry, looked up): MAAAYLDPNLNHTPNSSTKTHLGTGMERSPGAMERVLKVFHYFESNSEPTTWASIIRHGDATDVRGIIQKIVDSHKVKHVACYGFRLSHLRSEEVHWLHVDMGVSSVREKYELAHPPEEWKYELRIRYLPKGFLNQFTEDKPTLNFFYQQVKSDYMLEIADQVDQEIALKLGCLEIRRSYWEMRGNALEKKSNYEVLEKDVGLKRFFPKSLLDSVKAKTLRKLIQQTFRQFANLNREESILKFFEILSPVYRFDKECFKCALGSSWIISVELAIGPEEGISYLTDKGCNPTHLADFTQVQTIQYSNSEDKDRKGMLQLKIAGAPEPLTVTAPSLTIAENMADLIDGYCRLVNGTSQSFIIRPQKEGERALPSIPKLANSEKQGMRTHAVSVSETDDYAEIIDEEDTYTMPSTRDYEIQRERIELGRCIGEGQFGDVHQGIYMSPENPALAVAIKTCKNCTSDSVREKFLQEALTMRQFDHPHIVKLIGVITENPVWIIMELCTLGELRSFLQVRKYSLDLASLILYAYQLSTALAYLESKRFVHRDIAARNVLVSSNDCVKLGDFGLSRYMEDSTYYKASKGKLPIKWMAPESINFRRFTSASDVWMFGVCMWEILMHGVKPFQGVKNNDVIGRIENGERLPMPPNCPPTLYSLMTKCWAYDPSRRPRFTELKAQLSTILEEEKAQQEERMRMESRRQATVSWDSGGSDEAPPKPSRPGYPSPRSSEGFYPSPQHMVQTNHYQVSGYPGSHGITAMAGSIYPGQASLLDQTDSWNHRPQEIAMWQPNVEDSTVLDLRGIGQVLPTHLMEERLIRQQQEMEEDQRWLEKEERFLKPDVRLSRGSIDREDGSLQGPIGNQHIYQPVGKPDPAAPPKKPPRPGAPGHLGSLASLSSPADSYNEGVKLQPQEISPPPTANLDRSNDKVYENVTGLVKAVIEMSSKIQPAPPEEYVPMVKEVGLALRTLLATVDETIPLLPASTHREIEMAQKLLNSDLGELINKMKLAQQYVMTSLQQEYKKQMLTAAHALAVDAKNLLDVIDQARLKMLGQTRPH
LYP inh 2: inhibitors of human LYP (PTPN22) phosphatase | recombinant LYP catalytic domain, DiFMUP fluorescence | Q9Y2R2 | hit rate 0.21% among 96,000 | inhibition, % at 2 µM;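 active means inhibition at 2 µM at or above a set limit, the screen mean plus 3 SD, cut at about 24% in these data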;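 further: 0% = DMSO with enzyme and 100% = enzyme fully blocked by orthovanadate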
PostGolgi yeast: growth inhibition of a yeast mutant, post-Golgi transport screen; post-Golgi transport phenotypic cell assay; AID 739; hit rate 0.9% among 98,000; inhibition, % at 10 µM;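 further: yeast cells grown in 1536-well plates; yeast grown about 18 h at 30C before absorbance read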
LYP act: activators of human LYP (PTPN22) phosphatase. recombinant LYP, DiFMUP fluorescence; 0 = plate median, 100 = signal doubled. activation, % at 2 µM. hit rate 0.11% among 96,000;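 active means activation at 2 µM above a set limit, the mean plus 5 SD, cut at about 37% in these data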
EphB4 ephrin blk: blocks human EphB4 binding to ephrin-B2. P54760. hit rate 0.15% among 97,000. inhibition, % at 7 µM. EphB4 LBD / TNYL-RAW-Alexa532 peptide, fluorescence polarization;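 active means inhibition above the screen-wide mean inhibition plus 3 SD, cut at about 15% in these data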;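 further: 0% = DMSO wells and 100% = excess unlabeled TNYL-RAW peptide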
The depositor's hits bear a star; / = no result given; [ ] = remark or other dose. Unless noted, no stated cut-off is given here; in the data, active means inhibition above about 30%; inactive means the rest. Compounds as they come; 7% or so of the library scored in one or more.

The first 5 compounds, ahead of the listing:
[1] C=CCN1C(=Nc2cccnc2)SCC1(O)c1ccc(C)cc1 (stereo not drawn)
[2] O=C(Nc1ccc2c(c1)C(=O)N(CC1CCCO1)C2=O)c1cccc(Br)c1 (stereo not drawn)
[3] COc1cccc(-c2nnc(SCC(=O)OC(C)C)n2Cc2ccco2)c1
[4] Cc1cc(C)cc(NC(=O)Cn2c(=O)oc3cc(S(=O)(=O)N4CCC(C)CC4)ccc32)c1
[5] O=C(O)c1ccc(NC(=O)C2CC=CCC2C(=O)O)cc1 (stereo not drawn)
Assay by compound	1	2	3	4	5
PostGolgi ctrl	43*	15	21	-6	-6
S1P2 antag	3	5	1	16	-17
HIV Rev-RRE inh	4	1	-6	15	8
S1P2 agonist	-5	0	-7	-8	-4
FAK blocker	-9	1	1	4	0
LYP inh 2	6	9	3	7	0
PostGolgi yeast	6	0	0	-9	4
LYP act	-6	-8	-4	-8	1
EphB4 ephrin blk	5	-5	7	6	-4

This part in full, from the start:
[1] C=CCN1C(=Nc2cccnc2)SCC1(O)c1ccc(C)cc1 (stereo not drawn)
[2] O=C(Nc1ccc2c(c1)C(=O)N(CC1CCCO1)C2=O)c1cccc(Br)c1 (stereo not drawn)
[3] COc1cccc(-c2nnc(SCC(=O)OC(C)C)n2Cc2ccco2)c1
[4] Cc1cc(C)cc(NC(=O)Cn2c(=O)oc3cc(S(=O)(=O)N4CCC(C)CC4)ccc32)c1
[5] O=C(O)c1ccc(NC(=O)C2CC=CCC2C(=O)O)cc1 (stereo not drawn)
[6] CCOn1c(=O)c(=O)n(OCc2ccccc2)c2ccccc21
[7] O=C(O)CN(c1ccccc1F)S(=O)(=O)c1ccccc1
[8] O=C(c1cc2ccccc2oc1=O)N(Cc1cccs1)Cc1cccs1
Assay by compound	1	2	3	4	5	6	7	8
PostGolgi ctrl	43*	15	21	-6	-6	-2	0	/
S1P2 antag	3	5	1	16	-17	8	8	-9
HIV Rev-RRE inh	4	1	-6	15	8	1	2	7
S1P2 agonist	-5	0	-7	-8	-4	-6	-6	-6
FAK blocker	-9	1	1	4	0	5	-3	1
LYP inh 2	6	9	3	7	0	9	-7	-10
PostGolgi yeast	6	0	0	-9	4	4	-2	/
LYP act	-6	-8	-4	-8	1	-3	5	9
EphB4 ephrin blk	5	-5	7	6	-4	1	-1	0

[9] O=C(Cn1c(=O)oc2ccccc21)N1CCN(c2ccccc2)CC1
[10] Cc1ccc(C2CC(c3cccc(Br)c3)Nc3nnnn32)cc1 (stereo not drawn)
[11] CCOC(=O)CSc1nnnn1-c1cccc2ccccc12
[12] O=C(CSCc1ccccc1)NNC(=S)Nc1cccc(Cl)c1Cl
[13] CS(=O)(=O)N(CC(=O)Nc1ccccc1C(=O)N1CCOCC1)c1ccc2c(c1)OCO2
[14] Cn1nc(CC(=O)NC2CCCCC2)c2ccccc2c1=O
[15] CCn1c(SCC(=O)Nc2nc(C)cs2)nnc1-c1cccnc1
[16] Cc1ccc(/C(N)=N/OC(=O)c2cc(-c3ccccc3)nc3ccccc23)cc1
Assay by compound	9	10	11	12	13	14	15	16
PostGolgi ctrl	31*	12	6	31*	-2	/	2	31*
S1P2 antag	8	4	-5	3	-13	22	-10	6
HIV Rev-RRE inh	6	10	-1	5	4	10	-4	9
S1P2 agonist	-7	-2	0	-5	-3	-6	-2	-8
FAK blocker	2	4	1	-2	0	0	-3	-4
LYP inh 2	19	-8	6	18	8	-10	-10	-4
PostGolgi yeast	12	5	6	-7	6	/	12	22
LYP act	-15	2	-9	-14	-4	8	7	4
EphB4 ephrin blk	0	3	3	5	9	3	-4	-2

[17] COc1nccnc1NS(=O)(=O)c1ccc(N=Cc2c(C)[nH]n(-c3ccc(C)c(C)c3)c2=O)cc1
[18] CCCCCCN1CC(O)=C(c2ccccc2)C1=N
[19] C=CCn1c(SCC(=O)Nc2ccc3c(c2)OCO3)nnc1-c1cc(Br)ccc1O
[20] CCn1c(SCC(=O)O)nc2sc3c(c2c1=O)CCC3
[21] O=C(Nc1ccc(N2CCN(C(=O)c3ccc(Cl)cc3)CC2)cc1)c1cc2ccccc2o1
[22] O=C(CC12CC3CC(C1)CC(CC(=O)NC1=NCCS1)(C3)C2)NC1=NCCS1
[23] O=C(NNc1cccc(Cl)n1)c1c(Cl)cccc1Cl
[24] COc1ccc(C2C(C(=O)N3CCOCC3)c3ccccc3C(=O)N2c2ccc(OC)cc2)cc1 (stereo not drawn)
Assay by compound	17	18	19	20	21	22	23	24
PostGolgi ctrl	0	2	14	-9	2	-2	11	9
S1P2 antag	8	2	-12	-26	11	3	4	-20
HIV Rev-RRE inh	0	-3	7	-1	1	2	3	1
S1P2 agonist	-6	-5	-2	7	-9	-4	-6	-4
FAK blocker	6	-1	2	-1	3	-1	-2	-7
LYP inh 2	-2	-7	-7	6	0	3	-16	3
PostGolgi yeast	4	1	0	3	7	-3	15	-5
LYP act	0	6	2	-5	-1	-4	19	-3
EphB4 ephrin blk	-2	-3	-3	0	6	-5	0	-6

[25] CCOC(=O)c1c(C)c(C(=O)NCc2cccs2)c(C)n1CC
[26] CC(=O)C1=C(C)NC(SCC(=O)c2ccc(Cl)c(Cl)c2)=C(C#N)C1c1ccco1 (stereo not drawn)
[27] CC1=C(C)CC(C(=O)NCc2ccc3c(c2)OCO3)C(C(=O)O)C1 (stereo not drawn)
[28] Cc1ccc(/C=N/NC(=O)c2cc3c(ccc4ccccc43)o2)cc1[N+](=O)[O-]
[29] Cc1ccc(C(=O)c2coc3c2C(=O)C(=O)c2ccccc2-3)cc1
[30] CCS(=O)(=O)n1nc(-c2ccccc2)nc1SC
[31] COc1ccc(C2(C(=O)Nc3cc(C)on3)CCOCC2)cc1
[32] CCOC(=O)Cn1nc(CC)c2ccccc2c1=O
Assay by compound	25	26	27	28	29	30	31	32
PostGolgi ctrl	15	/	0	-7	70*	2	13	5
S1P2 antag	-10	25	13	0	13	11	-31	6
HIV Rev-RRE inh	8	8	13	1	9	14	1	9
S1P2 agonist	-3	-8	-2	-6	-1	-6	-1	-6
FAK blocker	4	1	1	4	6	2	-2	14
LYP inh 2	2	4	-1	1	13	-7	9	2
PostGolgi yeast	5	/	0	-23	81*	-3	4	-4
LYP act	-5	-6	1	2	-13	9	-7	-4
EphB4 ephrin blk	1	-4	5	-3	-8	8	-4	9

One compound at a time (already shown):
CCOC(=O)c1c(C)c(C(=O)NCc2cccs2)c(C)n1CC reads PostGolgi ctrl: 15; S1P2 antag: -10; HIV Rev-RRE inh: 8; S1P2 agonist: -3; FAK blocker: 4; LYP inh 2: 2; PostGolgi yeast: 5; LYP act: -5; EphB4 ephrin blk: 1
COc1ccc(C2(C(=O)Nc3cc(C)on3)CCOCC2)cc1 reads PostGolgi ctrl: 13; S1P2 antag: -31; HIV Rev-RRE inh: 1; S1P2 agonist: -1; FAK blocker: -2; LYP inh 2: 9; PostGolgi yeast: 4; LYP act: -7; EphB4 ephrin blk: -4

Remaining list, next part:
[33] COc1ccc(OC)c(NC2=NC3(CCCCC3)N=C(N)N2)c1
[34] CC(C)c1nc2ccc(NC(=O)C34CC5CC(CC(C5)C3)C4)cc2[nH]1
[35] COc1ccc2oc(=O)c(C(=O)N3CCN(c4ccccc4C)CC3)cc2c1
[36] COc1cc(CN(C(=O)c2ccco2)c2ccc(C)cc2)ccc1O
[37] COc1cc(-c2nc(S(=O)(=O)c3ccc(Cl)cc3)c(N3CCOCC3)o2)cc(OC)c1OC
[38] CCCn1nc2cc(C(=O)NCCCCc3ccccc3)ccc2c1OCC
[39] CSc1nsc(/C=C/Nc2ccc(Cl)cc2)c1C#N
[40] CCOc1ccc(C(=O)CSc2nnc(N)s2)cc1
Assay by compound	33	34	35	36	37	38	39	40
PostGolgi ctrl	8	6	8	12	19	15	14	1
S1P2 antag	-9	-18	-11	-17	-25	12	27	10
HIV Rev-RRE inh	-10	6	7	4	7	0	42*	8
S1P2 agonist	-4	-3	-3	-8	10	-6	0	-5
FAK blocker	-2	0	1	2	0	-1	5	4
LYP inh 2	4	-1	-1	6	0	3	11	-3
PostGolgi yeast	9	-4	3	-12	-12	15	-1	-7
LYP act	-1	3	1	-7	-2	0	-8	0
EphB4 ephrin blk	-3	-6	-6	2	4	-2	4	2

[41] c1ccc(Cn2c(-c3cncs3)nc3ccccc32)cc1
[42] O=C(O)C1C2CCC(C2)C1C(=O)Nc1nc2ccccc2s1 (stereo not drawn)
[43] COc1ccc(/C=C2\SC(=NCc3ccccc3)N(Cc3ccccc3)C2=O)cc1OC
[44] COc1cccc(CN2CC(O)=C(c3nc(-c4ccc(Cl)cc4)cs3)C2=N)c1
[45] Cc1ccc(NC(=S)c2nc3ccccc3s2)cc1
[46] CCC1=NC(c2ccc(OC)cc2)N(O)C1(C)C (stereo not drawn)
[47] CCOc1cc2[nH]c(=S)n(C(C)C)c(=O)c2cc1OCC
[48] COc1ccc(OC)c(NC2=NC3(CCCC3)N=C(N)N2)c1
Assay by compound	41	42	43	44	45	46	47	48
PostGolgi ctrl	12	25	-2	-1	3	11	8	4
S1P2 antag	-27	0	8	-3	3	-9	-32	-13
HIV Rev-RRE inh	6	3	8	10	4	5	-3	-4
S1P2 agonist	-5	-7	-7	-5	-6	-3	-2	-5
FAK blocker	1	0	-7	32*	-8	-1	1	2
LYP inh 2	2	3	11	8	0	-3	-5	6
PostGolgi yeast	1	7	8	5	7	6	9	-1
LYP act	0	-1	-7	-11	2	2	3	-10
EphB4 ephrin blk	1	10	4	4	-13	-3	-5	2

[49] O=C(c1cccc(F)c1)N1CCC(O)(c2cccnc2)CC1
[50] CC(=O)Oc1ccc(-c2ccc(C(=O)O)cc2)cc1
[51] CCn1cc(Br)c(C(=O)Nc2cccc(SC)c2)n1
[52] O=c1nc(/C=C/c2ccc(-c3ccc(F)cc3)o2)cc(C(F)(F)F)[nH]1
[53] COc1ccc(-c2cn3ccsc3n2)cc1
[54] CCOC(=O)N1CCC(NCCNC(=O)c2ccccc2)CC1
[55] O=C(CN1CCN(Cc2cccc(Cl)c2)C1=O)NCC1CCCO1 (stereo not drawn)
[56] CCC1CCCCN1CCNS(=O)(=O)c1ccc2c(c1)CCN2C(C)=O (stereo not drawn)
Assay by compound	49	50	51	52	53	54	55	56
PostGolgi ctrl	11	22	15	27	4	2	2	12
S1P2 antag	-18	-3	-22	9	-20	18	-7	-9
HIV Rev-RRE inh	4	1	3	116*[fluorescence artefact?]	2	11	4	9
S1P2 agonist	-1	-8	-3	-1	-6	-8	-13	0
FAK blocker	-4	-5	6	2	-2	2	1	-1
LYP inh 2	8	2	-10	6	-5	-14	-7	14
PostGolgi yeast	1	-2	9	-2	9	2	-2	4
LYP act	-7	2	4	-6	3	16	4	-12
EphB4 ephrin blk	-5	-6	-9	-2	-9	7	4	1
